Rv3671c inh: Rv3671c (M. tuberculosis) protease inhibition; P9WHR9; inhibition, % at 5.96 µM; 320,000 compounds, 0.048% hits; in the data active means inhibition above about 38%;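 further: extracellular domain of Rv3671c used as enzyme; 0% = enzyme with DMSO and 100% = no enzyme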
Target sequence (P9WHR9 whole entry, looked up, the tested form may be a part): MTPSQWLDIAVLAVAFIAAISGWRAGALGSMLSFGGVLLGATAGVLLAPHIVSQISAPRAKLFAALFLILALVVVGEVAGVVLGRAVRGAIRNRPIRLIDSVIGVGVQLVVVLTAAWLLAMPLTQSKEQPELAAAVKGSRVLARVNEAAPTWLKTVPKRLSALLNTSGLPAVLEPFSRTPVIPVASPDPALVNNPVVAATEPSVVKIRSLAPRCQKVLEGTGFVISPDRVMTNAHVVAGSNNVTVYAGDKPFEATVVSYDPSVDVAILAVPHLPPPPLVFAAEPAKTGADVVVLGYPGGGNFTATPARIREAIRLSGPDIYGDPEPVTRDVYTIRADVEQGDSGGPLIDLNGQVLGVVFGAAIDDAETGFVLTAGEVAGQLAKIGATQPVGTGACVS
UGM FP inh: inhibitors of M. tuberculosis UDP-galactopyranose mutase; inhibition, % at 10 µM; 320,000 compounds, 0.06% hits; purified UGM, fluorescence polarization probe displacement; P9WIQ1; in the data active means inhibition above about 10%, passing the limit was not always enough; inconclusive means no clear call, values can overlap the other calls
BoNT-F LC inh: BoNT F light chain protease inhibition; inhibition, % at 10 µM; 360,000 compounds, 0.22% hits; Multiplex microsphere protease cleavage assay, flow cytometry; AID 588497; in the data active means inhibition above about 35%, passing the limit was not always enough; inconclusive means no clear call, values can overlap the other calls; further: plate controls were buffer without enzyme for full effect and enzyme alone for no effect
Mtb BioA inh: inhibitors of Mycobacterium tuberculosis BioA enzyme; purified M. tuberculosis BioA enzyme, plate reader; inhibition, % at 9.99 µM; 360,000 compounds, 0.096% hits; AID 602481; in the data active means inhibition above about 40%; inconclusive means no clear call, values can overlap the other calls
FadD28 FP inh: inhibitors of Mycobacterium tuberculosis FadD28 bisubstrate binding; FadD28 bisubstrate probe binding, fluorescence polarization; inhibition, % at 12.5 µM; 360,000 compounds, 0.22% hits; in the data active means inhibition above about 8.5%, passing the limit was not always enough; inconclusive means no clear call, values can overlap the other calls
MazF activator: increases E. coli MazEF RNase cleavage of RNA; P0AE70; FAM/BHQ RNA-DNA oligo cleavage fluorescence, 5 h; activation, % at 20 µM; 350,000 compounds, 0.32% hits; in the data active means activation above about 50%
Target sequence (P0AE70 whole entry, looked up): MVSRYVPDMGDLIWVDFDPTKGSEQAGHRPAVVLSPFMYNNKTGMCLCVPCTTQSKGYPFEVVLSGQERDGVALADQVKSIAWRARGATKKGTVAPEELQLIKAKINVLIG
PrPC surface inh: reduces human prion protein on the cell surface | P04156 | cell surface PrPC, TR-FRET read-out | inhibition, % at 13.8 µM | 370,000 compounds, 0.43% hits | AID 720596; in the data active means inhibition above about 24%; further: 0% = median of the test wells and 100% = reference compound wells
GDH-TPI inh: inhibits GDH-TPI coupling enzymes, artifact for Mtb FBA screen; GDH-TPI coupled enzyme counterscreen, NADH absorbance; inhibition, % at 4.8 µM; 360,000 compounds, 1.2% hits; AID 588335; in the data active means inhibition above about 30%;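 further: 0% = DMSO wells and 100% = wells lacking the enzyme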
Mtb FBA inh: inhibitors of M. tuberculosis fructose-bisphosphate aldolase; P9WQA3; inhibition, % at 1 µM; purified M. tuberculosis FBA, fluorescence read-out; 360,000 compounds, 2.3% hits; in the data active means inhibition above about 27%;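 further: 0% = vehicle and 100% = reference inhibitor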
Target sequence (P9WQA3 whole entry, looked up): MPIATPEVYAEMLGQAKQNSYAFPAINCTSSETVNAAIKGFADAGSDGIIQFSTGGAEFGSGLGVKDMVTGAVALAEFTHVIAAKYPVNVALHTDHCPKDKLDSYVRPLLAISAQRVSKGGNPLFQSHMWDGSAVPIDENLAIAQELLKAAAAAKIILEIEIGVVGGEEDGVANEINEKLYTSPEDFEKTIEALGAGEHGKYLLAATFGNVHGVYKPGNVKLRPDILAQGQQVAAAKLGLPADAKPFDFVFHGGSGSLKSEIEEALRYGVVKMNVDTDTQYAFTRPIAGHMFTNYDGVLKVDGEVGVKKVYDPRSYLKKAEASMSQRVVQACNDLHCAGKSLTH
* marks the source's active call; other numbers are inactive results.

Start of the data: the first 2 compounds, to show the layout:
For COc1ccc(C(=O)Nc2ccc(NC(C)=O)cc2)cc1S(=O)(=O)N(C)Cc1ccccc1 the results were Rv3671c inh -5, UGM FP inh 2.1, BoNT-F LC inh 3, FadD28 FP inh 2.8, MazF activator 6, PrPC surface inh -11, GDH-TPI inh 1 and Mtb FBA inh -2.
For O=c1c2ccccc2nnn1CCc1ccccc1 the results were BoNT-F LC inh -8, Mtb BioA inh 0.5, FadD28 FP inh -4.6, MazF activator 6, PrPC surface inh -9, GDH-TPI inh -4 and Mtb FBA inh -2.

The whole of this part, previewed entries included:
For COc1ccc(C(=O)Nc2ccc(NC(C)=O)cc2)cc1S(=O)(=O)N(C)Cc1ccccc1 the results were Rv3671c inh -5, UGM FP inh 2.1, BoNT-F LC inh 3, FadD28 FP inh 2.8, MazF activator 6, PrPC surface inh -11, GDH-TPI inh 1 and Mtb FBA inh -2.
For O=c1c2ccccc2nnn1CCc1ccccc1 the results were BoNT-F LC inh -8, Mtb BioA inh 0.5, FadD28 FP inh -4.6, MazF activator 6, PrPC surface inh -9, GDH-TPI inh -4 and Mtb FBA inh -2.
`Cc1cc(C)nc(-n2ncc3c2CCCC3=O)n1` gave Rv3671c inh -2, UGM FP inh 0.9, BoNT-F LC inh 1, FadD28 FP inh 0.2, MazF activator 5, PrPC surface inh -2, GDH-TPI inh 8 and Mtb FBA inh -2.
`COc1ccc(S(=O)(=O)Nc2ccccc2C(=O)N2CCCCC2)cc1C` gave Rv3671c inh 12, UGM FP inh -0.1, BoNT-F LC inh 0, Mtb BioA inh 1.3, FadD28 FP inh 0.5, MazF activator 0, PrPC surface inh 4, GDH-TPI inh 1 and Mtb FBA inh 1.
Screening CC(C)(C)c1ccc(C(CC(=O)O)NC(=O)C23CC4CC(CC(C4)C2)C3)cc1 (stereo not given) returned Rv3671c inh 4, UGM FP inh 1.7, BoNT-F LC inh -12, Mtb BioA inh -0.1, FadD28 FP inh -1.1, MazF activator -2, PrPC surface inh 3, GDH-TPI inh 8 and Mtb FBA inh 1.
`O=C(NC1CCCc2c1cnn2-c1cc(F)cc(F)c1)c1ccc[n+]([O-])c1` (stereo not given) gave Rv3671c inh -3, UGM FP inh 1.0, BoNT-F LC inh 6, Mtb BioA inh 65*, FadD28 FP inh 0.9, MazF activator 9, PrPC surface inh -4, GDH-TPI inh 8 and Mtb FBA inh 0.
`C/C(=N\NS(=O)(=O)c1ccccc1)c1cc(Cl)cc(Cl)c1O` gave Rv3671c inh 0, UGM FP inh -1.0, BoNT-F LC inh -5, Mtb BioA inh 1.4, FadD28 FP inh -1.4, MazF activator -18, PrPC surface inh 7, GDH-TPI inh 4 and Mtb FBA inh 2.
Screening Cc1ccc(NS(=O)(=O)c2cccc(C(=O)NCC(c3ccco3)N3CCCC3)c2)cc1 (stereo not given) returned Rv3671c inh 2, UGM FP inh -1.1, BoNT-F LC inh -13, Mtb BioA inh -2.1, FadD28 FP inh -3.0, MazF activator -3, PrPC surface inh 0, GDH-TPI inh 3 and Mtb FBA inh 3.
For Cc1c(Cc2ccccc2)c(=O)oc2cc(OCc3ccc(C(=O)O)cc3)ccc12 the results were Rv3671c inh 1, UGM FP inh -7.7, BoNT-F LC inh -13, FadD28 FP inh -2.2, MazF activator -5, PrPC surface inh -2, GDH-TPI inh 10 and Mtb FBA inh 17.
`O=C(CCn1c(=S)[nH]c2ccccc2c1=O)NCCCN1CCOCC1` gave Rv3671c inh -6, UGM FP inh -0.7, BoNT-F LC inh 1, Mtb BioA inh 1.3, FadD28 FP inh -1.8, MazF activator 1, PrPC surface inh -3, GDH-TPI inh 9 and Mtb FBA inh -1.
Screening COc1ccc(CCNC(=O)C2CCN(C(=O)c3ccc(OC)c(OC)c3)CC2)cc1 returned Rv3671c inh -5, UGM FP inh -1.9, BoNT-F LC inh 1, Mtb BioA inh 0.4, FadD28 FP inh -2.2, MazF activator 4, PrPC surface inh -4, GDH-TPI inh 4 and Mtb FBA inh 2.
CC(C)OCc1ccc(C(=O)N2CCN(CC(=O)N3CCCC3)CC2)cc1 was read as Rv3671c inh -2, UGM FP inh 2.4, BoNT-F LC inh -4, Mtb BioA inh -0.6, FadD28 FP inh -1.3, MazF activator 3, PrPC surface inh -1, GDH-TPI inh -1 and Mtb FBA inh -1.
CC(C)(C)N1C(=O)c2ccc(C(=O)Nc3cc(C(=O)O)cc(C(=O)O)c3)cc2C1=O was read as Rv3671c inh 4, UGM FP inh 2.9, BoNT-F LC inh 24, Mtb BioA inh 2.5, FadD28 FP inh -0.4, MazF activator 9, PrPC surface inh 2, GDH-TPI inh 11 and Mtb FBA inh 4.
COc1ccc(C(=O)Oc2ccc3c(c2)OCO3)cc1OC was read as Rv3671c inh -3, UGM FP inh 1.1, BoNT-F LC inh 1, Mtb BioA inh -2.1, FadD28 FP inh -1.6, MazF activator -3, PrPC surface inh -5, GDH-TPI inh -5 and Mtb FBA inh 0.
`C[C@]12C=CC(=O)C=C1CC[C@H]1[C@@H]3C[C@@H](O)[C@](O)(C(=O)CO)[C@@]3(C)C[C@H](O)[C@@]12F` gave Rv3671c inh 0, UGM FP inh -3.3, BoNT-F LC inh 2, Mtb BioA inh -4.7, FadD28 FP inh -1.0, MazF activator 9, PrPC surface inh -5, GDH-TPI inh 12 and Mtb FBA inh 12.
C1=C[C@@H]2CCN(Cc3ccccc3)Cc3cccc(c32)C1 was read as Rv3671c inh -5, UGM FP inh 2.2, BoNT-F LC inh 1, Mtb BioA inh -3.1, FadD28 FP inh 0.6, MazF activator -7, PrPC surface inh 1, GDH-TPI inh 18 and Mtb FBA inh 28*.
Screening COc1ccc(N(C(=O)c2cccc(OC)c2OC)C2C=CS(=O)(=O)C2)cc1 (stereo not given) returned Rv3671c inh -3, UGM FP inh 1.0, BoNT-F LC inh -8, Mtb BioA inh -0.5, FadD28 FP inh -3.1, MazF activator 2, PrPC surface inh -5, GDH-TPI inh 2 and Mtb FBA inh 0.
For CCN(C(=O)CN1C(=O)COc2ccc(S(=O)(=O)N3CCOCC3)cc21)c1ccc(OC)cc1 the results were Rv3671c inh 5, UGM FP inh -0.1, BoNT-F LC inh -1, Mtb BioA inh -0.8, FadD28 FP inh -1.9, MazF activator -2, PrPC surface inh 5, GDH-TPI inh 4 and Mtb FBA inh -1.
`CCOC(=O)c1ccc2[nH]c(C)c(CN3CCN(C)CC3)c(=O)c2c1` gave BoNT-F LC inh -4, Mtb BioA inh -3.5, FadD28 FP inh -3.0, MazF activator 11, PrPC surface inh 1, GDH-TPI inh 7 and Mtb FBA inh 5.
For Cn1c(=O)c2c(-c3ccc(C(C)(C)C)cc3)n(CC3CCCO3)cc2n(C)c1=O (stereo not given) the results were Rv3671c inh -7, UGM FP inh -0.7, BoNT-F LC inh -5, Mtb BioA inh -0.8, FadD28 FP inh -0.1, MazF activator -4, PrPC surface inh 7, GDH-TPI inh -2 and Mtb FBA inh 5.
O=C(N/N=C/C(Br)=C/c1ccccc1)C1CC1 was read as Rv3671c inh -4, UGM FP inh 1.7, BoNT-F LC inh 0, FadD28 FP inh -2.0, MazF activator 10, PrPC surface inh 5, GDH-TPI inh 21 and Mtb FBA inh -1.
Screening O=C(N1CCOCC1)C(F)(F)C(F)(F)C(F)(F)C(F)(F)C(=O)N1CCOCC1 returned Rv3671c inh 2, UGM FP inh -1.1, BoNT-F LC inh 0, Mtb BioA inh -1.4, FadD28 FP inh -4.4, MazF activator 6, PrPC surface inh 10, GDH-TPI inh 1 and Mtb FBA inh 1.
CC(=O)c1ccc(OC(=O)N(c2ccccc2)c2ccccc2)cc1 was read as Rv3671c inh -2, UGM FP inh 0.4, BoNT-F LC inh 2, FadD28 FP inh -1.8, MazF activator 6, PrPC surface inh 1, GDH-TPI inh 6 and Mtb FBA inh 1.
`NS(=O)(=O)c1ccc(CCNC(=O)CSCC(=O)Nc2ccc(Cl)cc2)cc1` gave Rv3671c inh -3, UGM FP inh -0.8, BoNT-F LC inh -3, Mtb BioA inh 0.7, MazF activator 3, PrPC surface inh 7, GDH-TPI inh 4 and Mtb FBA inh 2.
For O=[N+]([O-])C1=CC=C2C(=NC3(CCCCC3)N2O)C1=NC1CCCCC1 the results were Rv3671c inh 9, UGM FP inh -3.0, BoNT-F LC inh -6, FadD28 FP inh 0.0, MazF activator -5, PrPC surface inh -7, GDH-TPI inh 7 and Mtb FBA inh 5.
Screening COc1ccccc1CNC(=O)c1cnccn1 returned Rv3671c inh -3, UGM FP inh 2.1, BoNT-F LC inh -4, Mtb BioA inh -2.8, FadD28 FP inh -2.7, MazF activator -1, PrPC surface inh -4, GDH-TPI inh 19 and Mtb FBA inh 4.
CCCCc1ccc(-c2nc(N)n[nH]2)cc1 was read as Rv3671c inh 3, UGM FP inh 0.0, BoNT-F LC inh 0, Mtb BioA inh -1.5, FadD28 FP inh -3.8, MazF activator -4, PrPC surface inh 1, GDH-TPI inh -1 and Mtb FBA inh 5.
O=C(CCN1C(=O)C2CCCCC2C1=O)Nc1nc(-c2ccccc2)cs1 (stereo not given) was read as Rv3671c inh -8, UGM FP inh -1.7, BoNT-F LC inh 3, FadD28 FP inh 0.3, MazF activator 3, PrPC surface inh -4, GDH-TPI inh -4 and Mtb FBA inh -1.
For O=C(NCCc1nnc2ccc(NCCCN3CCOCC3)nn12)c1ccccc1F the results were Rv3671c inh 0, UGM FP inh -0.7, BoNT-F LC inh -3, Mtb BioA inh -1.1, FadD28 FP inh -3.9, MazF activator 5, PrPC surface inh -1, GDH-TPI inh -1 and Mtb FBA inh 1.
`CCc1ccc(/C(C)=N\Nc2ccc([N+](=O)[O-])cc2)cc1` gave Rv3671c inh 9, UGM FP inh -0.9, BoNT-F LC inh 6, Mtb BioA inh -1.5, FadD28 FP inh -0.7, MazF activator 3, PrPC surface inh -2, GDH-TPI inh 11 and Mtb FBA inh -5.
For O=C(CSc1n[nH]c(=O)[nH]c1=O)c1ccc([N+](=O)[O-])cc1 the results were Rv3671c inh 2, UGM FP inh 2.9, BoNT-F LC inh -5, FadD28 FP inh 1.1, MazF activator 2, PrPC surface inh -47, GDH-TPI inh 22 and Mtb FBA inh -3.
Screening CCN(CC)c1ccc(CNc2nc3ccccc3n2C(C)C)cc1 returned Rv3671c inh 11, UGM FP inh 1.2, BoNT-F LC inh -4, Mtb BioA inh 1.0, FadD28 FP inh 0.2, MazF activator 8, PrPC surface inh 5, GDH-TPI inh -9 and Mtb FBA inh 4.
Screening CC(C)(C)NC(=O)C(c1ccncc1)N(C(=O)c1csnn1)c1ccccc1 (stereo not given) returned Rv3671c inh 9, UGM FP inh 1.4, BoNT-F LC inh -2, Mtb BioA inh -2.5, FadD28 FP inh -1.0, MazF activator 1, PrPC surface inh -5, GDH-TPI inh 11 and Mtb FBA inh 1.
Screening O=C(/C=C/c1ccc(F)cc1)NC(=S)NNC(=O)[C@H]1C[C@@H]1c1ccccc1 returned Rv3671c inh -3, UGM FP inh -0.6, BoNT-F LC inh -2, Mtb BioA inh -0.5, FadD28 FP inh -3.3, MazF activator 1, PrPC surface inh -3, GDH-TPI inh -4 and Mtb FBA inh 6.
Screening COC(=O)[C@H](C)NC(=O)NCc1ccccc1 returned Rv3671c inh 2, UGM FP inh 0.6, BoNT-F LC inh inconclusive, Mtb BioA inh -1.2, FadD28 FP inh -2.9, MazF activator 15, PrPC surface inh 1, GDH-TPI inh 3 and Mtb FBA inh -2.
Screening CCOc1ccccc1-n1cnc2cc(C(=O)NCc3ccco3)ccc21 returned Rv3671c inh 2, UGM FP inh 2.5, BoNT-F LC inh -10, Mtb BioA inh 7.9, FadD28 FP inh -3.5, MazF activator -2, PrPC surface inh -4, GDH-TPI inh -10 and Mtb FBA inh 7.
Screening C=CCNC(=O)c1n[nH]c2c1CC(C(C)(C)CC)CC2 (stereo not given) returned Rv3671c inh -2, UGM FP inh -2.1, BoNT-F LC inh -8, Mtb BioA inh -0.2, FadD28 FP inh -3.8, MazF activator 2, PrPC surface inh 5, GDH-TPI inh 3 and Mtb FBA inh 0.
Screening COc1cccc(C(=O)C2CN(C)CC2c2ccc(Cl)cc2)c1 (stereo not given) returned Rv3671c inh 6, UGM FP inh -3.1, BoNT-F LC inh -4, FadD28 FP inh -4.0, MazF activator 6, PrPC surface inh -3, GDH-TPI inh -6 and Mtb FBA inh 1.
